Jurkat NFkB inh: lowers PMA/ionomycin-induced NF-kB signal in Jurkat cells; PMA/ionomycin-induced NF-kB luciferase reporter, luminescence; inhibition, % at 4 µM; actives 0.53% (n = 330,000); in the data active = inhibition above about 50%
CCR6 antagonist: CCR6 (human) receptor antagonism. AID 493098. CHO-K1 CCR6 PathHunter beta-arrestin, luminescence, CCL20-stimulated. actives 0.49% (n = 340,000). inhibition, % at 20 µM;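 active = compounds whose inhibition of the agonist-driven luminescence signal at 20 µM reaches about 50%, limit read from the data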;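 also: cells stimulated with CCL20 at 14 nM final; plate controls were DMSO with CCL20 for no effect and DMSO without agonist for full effect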
Target sequence (P51684 whole entry, looked up): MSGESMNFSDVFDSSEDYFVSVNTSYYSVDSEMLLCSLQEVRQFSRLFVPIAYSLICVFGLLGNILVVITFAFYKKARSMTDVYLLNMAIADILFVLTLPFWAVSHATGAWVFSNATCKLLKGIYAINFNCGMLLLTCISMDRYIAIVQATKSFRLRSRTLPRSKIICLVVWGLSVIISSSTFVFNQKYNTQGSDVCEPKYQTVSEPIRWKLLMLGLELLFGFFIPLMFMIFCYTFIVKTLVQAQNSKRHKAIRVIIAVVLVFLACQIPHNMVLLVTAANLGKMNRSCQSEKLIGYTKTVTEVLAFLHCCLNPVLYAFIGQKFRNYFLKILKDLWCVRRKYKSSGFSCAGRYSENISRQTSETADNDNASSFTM
EBI2 antag: antagonists of human EBI2 receptor; actives 0.81% (n = 360,000); AID 651636; inhibition, % at 5 µM; EBI2 beta-arrestin recruitment, luminescence, 7a,25-OHC stimulated; P32249; in the data active = inhibition above about 38%;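 also: enzyme fragment complementation signal reports receptor beta-arrestin coupling in cells; 0% = agonist plus DMSO wells and 100% = wells without agonist; some results beyond the cut were filed as inactive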
Target sequence (P32249 whole entry, looked up, the tested form may be a part): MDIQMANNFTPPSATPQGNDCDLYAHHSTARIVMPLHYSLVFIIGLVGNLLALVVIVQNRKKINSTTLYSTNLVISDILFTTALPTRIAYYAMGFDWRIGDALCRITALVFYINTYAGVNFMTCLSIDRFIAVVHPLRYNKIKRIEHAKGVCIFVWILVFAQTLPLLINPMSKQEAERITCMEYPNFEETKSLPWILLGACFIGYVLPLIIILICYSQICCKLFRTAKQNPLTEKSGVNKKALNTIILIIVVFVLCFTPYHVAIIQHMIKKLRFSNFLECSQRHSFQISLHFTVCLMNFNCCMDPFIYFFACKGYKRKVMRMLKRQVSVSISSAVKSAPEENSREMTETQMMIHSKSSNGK
UPR XBP1 act: adaptive UPR (XBP1) activation; AID 463104; activation, % at 20 µM; CHO-XBP1 luciferase reporter, IRE1-XBP1 UPR activation, luminescence; percent of tunicamycin response, DMSO as zero; actives 0.33% (n = 330,000);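 active = versus positive control, 20 µM dose yields 30% or more activation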;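 also: 100% = tunicamycin at 10 µg/mL and 0% = DMSO only wells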
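Material: CHO cell line with stable XBP1 luciferase reporter; buffer or medium: F12 medium containing 10% fetal bovine serum; compound: single point, 20 µM final compound, 1% DMSO; incubation: 6 h treatment, 37 °C; measured by: glow luminescence from Steady-Glo reagent; evaluation: activation, % of tunicamycin; control set: tunicamycin high, DMSO low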
697 NFkB inh: inhibitors of the PMA/ionomycin-induced NF-kB reporter in 697 B cells. 697 B-cell NF-kB luciferase reporter, 16 h. inhibition, % at 4 µM. actives 0.33% (n = 330,000); in the data active = inhibition above about 35%
CXCR6 block: blocks human CXCR6 beta-arrestin recruitment. CHO-K1 PathHunter CXCR6 beta-arrestin, luminescence. inhibition, % at 20 µM. actives 0.36% (n = 360,000). AID 602244; in the data active = inhibition above about 34%, passing the limit was not always enough;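 also: antagonist mode with CXCL16 agonist at 10 nM final; 0% = 10 nM CXCL16 with DMSO and 100% = unstimulated wells without agonist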
Target sequence (O00574 whole entry, looked up): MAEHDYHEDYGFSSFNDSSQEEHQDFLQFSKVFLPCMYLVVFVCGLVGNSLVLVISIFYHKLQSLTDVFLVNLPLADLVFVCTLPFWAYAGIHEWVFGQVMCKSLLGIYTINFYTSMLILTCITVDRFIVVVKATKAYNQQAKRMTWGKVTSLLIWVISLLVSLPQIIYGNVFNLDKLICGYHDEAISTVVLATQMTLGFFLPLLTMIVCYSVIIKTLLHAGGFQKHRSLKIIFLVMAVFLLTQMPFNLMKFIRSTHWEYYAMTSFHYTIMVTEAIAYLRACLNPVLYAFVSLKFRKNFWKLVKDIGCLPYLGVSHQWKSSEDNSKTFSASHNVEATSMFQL
Mdm2-MdmX inh: human Mdm2/MdmX binding inhibition. actives 3% (n = 330,000). SaOS-2 split-luciferase Mdm2/MdmX complementation, luminescence. O15151+Q00987. inhibition, % at 8 µM;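 active = inhibition of at least 50% at 8 µM in the primary screen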
Gli-Sufu block: blocks Gli-Sufu signaling in a luciferase reporter; AID 588413; Sufu-KO-LIGHT fibroblasts, Gli luciferase reporter luminescence; inhibition, % at 5 µM; actives 0.74% (n = 340,000);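 active = inhibition above about 55%, limit read from the data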;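 also: 0% = DMSO-treated cells and 100% = wells with medium but no cells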
UPR CHOP act: activators of apoptotic arm of unfolded protein response (CHOP); CHO-CHOP luciferase reporter, UPR activation, luminescence; percent of tunicamycin response over DMSO baseline; activation, % at 10 µM; actives 0.34% (n = 330,000); AID 449763;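 active = at 10 µM dose, activation of 40% or more, normalized to positive control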;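 also: 100% = tunicamycin at 10 µg/mL and 0% = DMSO alone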
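Assay system: CHO-CHOP cells, stable luciferase reporter of PERK-eIF2a-CHOP signalling / Buffer or medium: F12 plus 10% serum / Compound dosing: one dose, 10 µM in 0.5% DMSO / Times: 6 h compound treatment, 37 °C / Technique: luciferase luminescence / Read-out: % reporter activation, DMSO baseline versus tunicamycin full activation / Benchmarks: tunicamycin and DMSO controls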
Starred values were filed as active, the others as inactive.

`Fc1ccc(-c2noc(-c3ccc4c(c3)CCO4)n2)cc1` gave Jurkat NFkB inh -132, CCR6 antagonist 0, EBI2 antag 19, UPR XBP1 act -7, 697 NFkB inh -308, CXCR6 block 1, Mdm2-MdmX inh -56, Gli-Sufu block -43 and UPR CHOP act -1.5.
For CCc1nc(SCC(=O)Nc2ccc(C(=O)O)cc2)n[nH]1 the results were Jurkat NFkB inh -6, CCR6 antagonist 11, EBI2 antag -2, UPR XBP1 act -3, 697 NFkB inh 4, CXCR6 block -3, Mdm2-MdmX inh 10, Gli-Sufu block 0 and UPR CHOP act -1.8.
`COc1nccnc1NS(=O)(=O)c1ccc(NC(=O)c2ccc(F)cc2)cc1` gave Jurkat NFkB inh 12, CCR6 antagonist -1, EBI2 antag -4, UPR XBP1 act 0, 697 NFkB inh 26, CXCR6 block -1, Mdm2-MdmX inh 1, Gli-Sufu block -9 and UPR CHOP act 0.0.
COc1ccccc1-n1cnnc1SCC(=O)Nc1ncc(Cl)cc1Cl was read as Jurkat NFkB inh -12, CCR6 antagonist 4, EBI2 antag -7, UPR XBP1 act 0, 697 NFkB inh -11, CXCR6 block -13, Mdm2-MdmX inh -1, Gli-Sufu block -8 and UPR CHOP act -2.1.
For COc1ccc(NC(=O)c2nc[nH]c2C(=O)N2CCN(c3ccccc3)CC2)cc1 the results were Jurkat NFkB inh 20, CCR6 antagonist 6, EBI2 antag 15, UPR XBP1 act -3, 697 NFkB inh -2, CXCR6 block 2, Mdm2-MdmX inh -5, Gli-Sufu block -4 and UPR CHOP act 2.7.
Screening Clc1ccccc1-c1nnc(CNC2CC2)o1 returned Jurkat NFkB inh 4, CCR6 antagonist -6, EBI2 antag 1, UPR XBP1 act 5, 697 NFkB inh 7, CXCR6 block 1, Mdm2-MdmX inh 8, Gli-Sufu block 11 and UPR CHOP act 0.5.
Screening COc1ccccc1Nc1c2ccccc2nc2ccccc12 returned Jurkat NFkB inh 22, CCR6 antagonist 12, EBI2 antag -3, UPR XBP1 act -3, 697 NFkB inh -87, CXCR6 block 22, Mdm2-MdmX inh 53*, Gli-Sufu block 38 and UPR CHOP act -0.2.
For COc1ccc(N2C(=O)CC(NNc3ncc(Cl)cc3Cl)C2=O)cc1 (configuration not stated) the results were Jurkat NFkB inh 5, CCR6 antagonist 31, EBI2 antag -3, UPR XBP1 act -3, 697 NFkB inh 19, CXCR6 block 17, Mdm2-MdmX inh 2, Gli-Sufu block 1 and UPR CHOP act 1.4.
Screening CCOC(=O)c1cc(CO)cc(C(=O)OCC)c1 returned Jurkat NFkB inh -1, CCR6 antagonist -1, EBI2 antag -2, UPR XBP1 act -2, 697 NFkB inh 9, CXCR6 block -2, Mdm2-MdmX inh -5, Gli-Sufu block 1 and UPR CHOP act -1.3.
Screening COc1ccc(C2(c3ccc(OC)cc3)NC(=O)N(CC(=O)Nc3ccccc3C(F)(F)F)C2=O)cc1 returned Jurkat NFkB inh 12, CCR6 antagonist 6, EBI2 antag 26, UPR XBP1 act -2, 697 NFkB inh 22, CXCR6 block 7, Mdm2-MdmX inh -9, Gli-Sufu block 3 and UPR CHOP act -0.6.
Cc1c(Nc2ncccc2C(=O)O)cccc1C(F)(F)F was read as Jurkat NFkB inh 2, CCR6 antagonist -14, EBI2 antag 2, UPR XBP1 act -1, 697 NFkB inh -1, CXCR6 block -9, Mdm2-MdmX inh -30, Gli-Sufu block 1 and UPR CHOP act -0.5.
`CCCCOC(=O)Nc1cc(C)c(Cl)cc1OC` gave Jurkat NFkB inh 0, CCR6 antagonist 11, EBI2 antag 11, UPR XBP1 act 0, 697 NFkB inh -9, CXCR6 block 4, Mdm2-MdmX inh -1, Gli-Sufu block 0 and UPR CHOP act -1.2.

3 entries out of the list, sorted by length of the SMILES, ascending.
Screening Clc1ccccc1-c1nnc(CNC2CC2)o1 returned Jurkat NFkB inh 4, CCR6 antagonist -6, EBI2 antag 1, UPR XBP1 act 5, 697 NFkB inh 7, CXCR6 block 1, Mdm2-MdmX inh 8, Gli-Sufu block 11 and UPR CHOP act 0.5.
Screening COc1ccccc1Nc1c2ccccc2nc2ccccc12 returned Jurkat NFkB inh 22, CCR6 antagonist 12, EBI2 antag -3, UPR XBP1 act -3, 697 NFkB inh -87, CXCR6 block 22, Mdm2-MdmX inh 53*, Gli-Sufu block 38 and UPR CHOP act -0.2.
`Fc1ccc(-c2noc(-c3ccc4c(c3)CCO4)n2)cc1` gave Jurkat NFkB inh -132, CCR6 antagonist 0, EBI2 antag 19, UPR XBP1 act -7, 697 NFkB inh -308, CXCR6 block 1, Mdm2-MdmX inh -56, Gli-Sufu block -43 and UPR CHOP act -1.5.

Random excerpt: 2 entries already listed.
COc1ccccc1-n1cnnc1SCC(=O)Nc1ncc(Cl)cc1Cl was read as Jurkat NFkB inh -12, CCR6 antagonist 4, EBI2 antag -7, UPR XBP1 act 0, 697 NFkB inh -11, CXCR6 block -13, Mdm2-MdmX inh -1, Gli-Sufu block -8 and UPR CHOP act -2.1.
For COc1ccc(N2C(=O)CC(NNc3ncc(Cl)cc3Cl)C2=O)cc1 (configuration not stated) the results were Jurkat NFkB inh 5, CCR6 antagonist 31, EBI2 antag -3, UPR XBP1 act -3, 697 NFkB inh 19, CXCR6 block 17, Mdm2-MdmX inh 2, Gli-Sufu block 1 and UPR CHOP act 1.4.

More records follow.
CCOC(=O)Cc1cnc(NC(=O)CSc2nc(C)c(CC)c(=O)[nH]2)s1 was read as Jurkat NFkB inh -6, CCR6 antagonist -3, EBI2 antag 4, UPR XBP1 act -2, 697 NFkB inh 8, CXCR6 block -10, Mdm2-MdmX inh -23, Gli-Sufu block -1 and UPR CHOP act 0.0.
For CCOC(=O)c1c(-c2cccc(N)c2)cn2ccccc12 the results were Jurkat NFkB inh -1, CCR6 antagonist 8, EBI2 antag 4, UPR XBP1 act 0, 697 NFkB inh 21, CXCR6 block -12, Mdm2-MdmX inh -10, Gli-Sufu block 4 and UPR CHOP act -1.2.
CCOc1ccccc1NC(=O)CSc1nnnn1Cc1ccccc1 was read as Jurkat NFkB inh 5, CCR6 antagonist 5, EBI2 antag -4, UPR XBP1 act 4, 697 NFkB inh 1, CXCR6 block -1, Mdm2-MdmX inh -12, Gli-Sufu block -3 and UPR CHOP act 2.1.
Cc1ccc(NC(=S)N2CCN(c3ccccc3F)CC2)c(C)c1 was read as Jurkat NFkB inh -7, CCR6 antagonist 14, EBI2 antag -6, UPR XBP1 act -2, 697 NFkB inh -2, CXCR6 block -6, Mdm2-MdmX inh 37, Gli-Sufu block 4 and UPR CHOP act 0.9.
Screening Cc1ccc(NC(=O)c2ccccc2F)c(NC(=O)c2ccccc2F)c1 returned Jurkat NFkB inh -39, CCR6 antagonist 3, EBI2 antag 1, UPR XBP1 act -2, 697 NFkB inh -33, CXCR6 block 12, Mdm2-MdmX inh -1, Gli-Sufu block -13 and UPR CHOP act 2.7.
`COc1ccc(Nc2nc(NC(C)(C)C)nc(N3CCOCC3)n2)c(OC)c1` gave Jurkat NFkB inh -17, CCR6 antagonist 16, EBI2 antag 3, UPR XBP1 act 4, 697 NFkB inh -18, CXCR6 block -2, Mdm2-MdmX inh 12, Gli-Sufu block 12 and UPR CHOP act 1.6.
`COc1ccc(S(=O)(=O)N2CCN=C2SCc2cccc(C)c2)cc1` gave Jurkat NFkB inh -5, CCR6 antagonist 27, EBI2 antag 0, UPR XBP1 act 0, 697 NFkB inh 7, CXCR6 block 6, Mdm2-MdmX inh 16, Gli-Sufu block 0 and UPR CHOP act -1.1.
`C=CCNC(=O)/C(C#N)=C/c1ccc2c(c1)OCCO2` gave Jurkat NFkB inh 2, CCR6 antagonist 10, EBI2 antag 5, UPR XBP1 act -1, 697 NFkB inh 3, CXCR6 block 4, Mdm2-MdmX inh 14, Gli-Sufu block 2 and UPR CHOP act 2.5.
NC(=O)CSc1nnc(-c2ccc(O)cc2)n1Cc1ccco1 was read as Jurkat NFkB inh -4, CCR6 antagonist -1, EBI2 antag -9, UPR XBP1 act -1, 697 NFkB inh 13, CXCR6 block -3, Mdm2-MdmX inh 7, Gli-Sufu block 0 and UPR CHOP act -1.0.
For O=S(=O)(c1ccc(Oc2ccc(Cl)cc2)nc1)N1CCOCC1 the results were Jurkat NFkB inh -21, CCR6 antagonist -4, EBI2 antag 52*, UPR XBP1 act 3, 697 NFkB inh -43, CXCR6 block -7, Mdm2-MdmX inh 8, Gli-Sufu block 12 and UPR CHOP act 0.0.
For COc1cc(C=O)ccc1Oc1nnnn1-c1ccc(C(N)=O)cc1 the results were Jurkat NFkB inh 6, CCR6 antagonist 15, EBI2 antag -13, UPR XBP1 act 4, 697 NFkB inh 23, CXCR6 block 8, Mdm2-MdmX inh 15, Gli-Sufu block 12 and UPR CHOP act -1.5.
Screening O=C(CSc1nc2ccccc2n1CC(=O)N1CCCC1)Nc1nccs1 returned Jurkat NFkB inh 12, CCR6 antagonist -5, EBI2 antag 5, UPR XBP1 act -1, 697 NFkB inh 7, CXCR6 block 6, Mdm2-MdmX inh 2, Gli-Sufu block 4 and UPR CHOP act -0.3.
For Cc1cc(C)c2oc(C(=O)N3CCN(C)CC3)cc(=O)c2c1 the results were Jurkat NFkB inh -67, CCR6 antagonist 17, EBI2 antag -1, UPR XBP1 act -4, 697 NFkB inh -25, CXCR6 block -1, Mdm2-MdmX inh -1, Gli-Sufu block 3 and UPR CHOP act -0.9.
For O=[N+]([O-])c1cc(C(F)(F)F)cc([N+](=O)[O-])c1Sc1n[nH]c(C(F)(F)F)n1 the results were Jurkat NFkB inh 3, CCR6 antagonist -2, EBI2 antag 0, UPR XBP1 act 1, 697 NFkB inh -7, CXCR6 block -1, Mdm2-MdmX inh 1, Gli-Sufu block 3 and UPR CHOP act -2.1.
COc1cccc(/C=N/NC(=O)c2ccc(N3CCCC3=O)cc2)c1 was read as Jurkat NFkB inh 27, CCR6 antagonist 11, EBI2 antag 4, UPR XBP1 act 4, 697 NFkB inh -468, CXCR6 block 4, Mdm2-MdmX inh 10, Gli-Sufu block -37 and UPR CHOP act -0.1.
COc1ccc2c(c1)c(/C=C/c1cc[n+](C)cc1)cn2C was read as Jurkat NFkB inh 15, CCR6 antagonist 6, EBI2 antag 7, UPR XBP1 act -4, 697 NFkB inh -10, CXCR6 block -2, Mdm2-MdmX inh 5, Gli-Sufu block 0 and UPR CHOP act 0.1.
Screening O=C(Nc1cc(Cl)cc(Cl)c1)c1cccc(OC(F)F)c1 returned Jurkat NFkB inh -3, CCR6 antagonist 11, EBI2 antag 2, UPR XBP1 act 6, 697 NFkB inh 2, CXCR6 block -20, Mdm2-MdmX inh 16, Gli-Sufu block 40 and UPR CHOP act 3.9.
CCCCN1CC(COCc2ccccc2)Oc2cccc(Oc3ccc(C(C)C)cc3)c2S1(=O)=O (configuration not stated) was read as CCR6 antagonist 4, EBI2 antag 20, CXCR6 block 14 and Gli-Sufu block 6.
`Cc1ccc(Nc2c(F)c(F)c(F)c(F)c2C(=O)O)c(C)c1` gave Jurkat NFkB inh 16, CCR6 antagonist 4, EBI2 antag -18, UPR XBP1 act -4, 697 NFkB inh 11, CXCR6 block 0, Mdm2-MdmX inh -18, Gli-Sufu block 2 and UPR CHOP act 1.4.
Screening Nc1nc2c(s1)CCCCCCCCCC2 returned Jurkat NFkB inh 2, CCR6 antagonist 0, EBI2 antag -5, UPR XBP1 act -1, 697 NFkB inh 5, CXCR6 block -13, Mdm2-MdmX inh 15, Gli-Sufu block 9 and UPR CHOP act -2.2.

Screening results: PubChem, Sanford-Burnham Center for Chemical Genomics
